MLL CXXC-DNA inh – inhibitors of human MLL CXXC domain-DNA interaction; Potency, µM (doses to about 115 µM), for the others: top-dose activity change, negative = inhibition, actives largely listed as inhibitors; AID 2662; Q03164; MLL-CXXC / FITC-HOXA9 DNA fluorescence polarization; 290,000 compounds, 0.037% hits; active = well fitted inhibition curve with a large enough effect in the polarisation, with a control signal flat, not every such curve was filed as active; inconclusive = small, poorly fitted or top-dose-only effect, or effect the other way, or a change in a side signal; inactive = no such curve, though single readings can be large or run the other way; the % refers to the polarisation; note: potency is the fitted concentration of half-maximal effect
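Fluorescence polarization: 7 uM MLL-CXXC (stock) preincubated 5 min with compounds, then 50 nM fluorescein-HOX-A9 DNA (stock) added; 30 min ambient. Buffer 50 mM Tris-HCl pH 7.5, 50 mM NaCl, 1 mM DTT, 0.05% BSA.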
PTAP TSG101 blk – blocks PTAP/TSG101 interaction to inhibit HIV-1 budding; 340,000 tested, under 10 active; Potency, µM (highest dose often 115 µM), without a hit: at the highest dose activity change, negative = inhibition, actives largely listed as inhibitors; Fluorescence polarization, FITC-PTAP peptide / Tsg101 binding; active = well fitted inhibition curve with a large enough effect in the main read-out, with a control signal flat, not every such curve was filed as active; inconclusive = small, poorly fitted or top-dose-only effect, or effect the other way, or a change in a side signal; inactive = no such curve, though single readings can be large or run the other way; note: potency is the fitted concentration of half-maximal effect; % of control where 0% means no effect
Target sequence (Q99816 whole entry, looked up): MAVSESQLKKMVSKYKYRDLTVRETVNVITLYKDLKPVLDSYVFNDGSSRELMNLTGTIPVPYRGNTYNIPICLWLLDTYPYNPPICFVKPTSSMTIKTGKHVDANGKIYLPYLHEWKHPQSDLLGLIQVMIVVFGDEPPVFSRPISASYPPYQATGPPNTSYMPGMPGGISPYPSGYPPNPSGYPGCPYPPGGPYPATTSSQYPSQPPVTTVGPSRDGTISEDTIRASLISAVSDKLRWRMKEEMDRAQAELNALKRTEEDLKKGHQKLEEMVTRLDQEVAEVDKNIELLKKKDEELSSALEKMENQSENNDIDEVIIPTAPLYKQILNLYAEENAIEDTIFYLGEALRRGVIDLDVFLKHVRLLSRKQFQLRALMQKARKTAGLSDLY
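Steps: Tsg101 binding domain dispensed (10 uM final), compounds pinned in DMSO, FITC-labeled PTAP-motif peptide added (50 nM final); after 20 min binding at room temperature, polarization measured.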
TSHR antag – human thyrotropin receptor antagonism. P16473. AID 504810. 330,000 compounds, 0.2% hits. TSHR-expressing cells, TSH-stimulated cAMP HTRF, 2 h; hits give low values. activity change, negative = inhibition, % at 11.5 µM;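 active = activity change below a set negative limit, meaning inhibition stronger than a set level, cut at about -70% in these data; inconclusive = activity change between two set negative limits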; note: % is set by controls: 0 for no effect and ±100 for the full control effect
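TSHR-expressing cells, 200/well, pre-treated with compound, then stimulated with EC80 TSH (4nM final) for 2 hours at 37 deg C. cAMP measured by competitive HTRF: anti-cAMP cryptate antibody in lysis buffer plus cAMP-d2, read after 30 minutes at room temperature.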
TCR act – activates T cell receptor signaling. Potency, µM (doses to about 9.22 µM), without a hit: top-dose activation of IL-2 secretion, most hits filed as activators. primary human leukocytes, anti-CD3, IL-2 HTRF, 48 h. 330,000 tested, under 10 active. AID 504894; note: % of control where 0% means no effect
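Compounds are tested in HTS on primary human leukocytes co-incubated with a-CD3 beads for 48 hr. IL-2 output is measured by time-resolved FRET.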
A-T KAP1 phos – potential ataxia-telangiectasia treatments restoring KAP-1 phosphorylation. AID 485349. Potency, µM (top dose mostly 57.5 µM), for the others: top-dose activation, hits mostly activators. […] A-T fibroblasts, KAP-1 phosphorylation AlphaLISA; neocarzinostatin DNA damage 30 min before lysis. 320,000 compounds, 0.19% hits; note: potency is the fitted concentration of half-maximal effect; % of control where 0% means no effect; nearly all actives have a fitted effect of over 45% in size
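hTERT-immortalized A-T patient fibroblasts ([…]), 500 cells/well in OPTI-MEM, 1% FBS, got compounds for 60 min, then NCS for 30 min at 37C. Lysates were then assayed for phospho-KAP-1 by AlphaLISA (anti-pKAP1 donor, anti-KAP1 acceptor beads), 6 hr at 25C.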
MBNL1 CUG block – inhibitors of human MBNL1 binding to CUG repeat RNA; Q9NR56; TR-FRET MBNL1-His/biotin-(CUG)12 binding, 665/545 ratio; Potency, µM (top dose mostly 57.5 µM), for inactives: at the top dose activity change, negative = inhibition, most hits filed as inhibitors; 280,000 compounds, 0.036% hits; active = well fitted inhibition curve with a large enough effect in the signal ratio, with a control signal flat, not every such curve was filed as active; inconclusive = small, poorly fitted or top-dose-only effect, or effect the other way, or a change in a side signal; inactive = no such curve, though single readings can be large or run the other way; the % refers to the signal ratio; note: potency is the fitted concentration of half-maximal effect; % is set by controls: 0 for no effect and ±100 for the full control effect
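TR-FRET between His-tagged MBNL1 and biotin-(CUG)12 RNA, detected with Tb anti-His antibody (0.055 ng/ul) and streptavidin-XL665 (5 nM), 60 min at room temperature. Compounds titrated 92 nM to 58 uM; 665/545 nm ratio normalized to buffer and complex controls.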
Integrin act MD – activators of alpha7 integrin expression for muscular dystrophy; alpha7betagal myoblasts, beta-gal FDG fluorescence, 48 h; Potency, µM (highest dose often 38.3 µM), without a hit: at the top dose activation, usual class: activators; 350,000 compounds, 0.064% hits; AID 624291;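 note: potency is the fitted concentration of half-maximal effect; 100% = response of the positive control SU9516; nearly all actives have a fitted effect of over 60% in size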
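alpha7betagal+/- myoblasts (passage 13, 250/well) treated 48 h at 37C with compounds at 1:260 dilution of DMSO stock. Lysed, then beta-galactosidase activity read as FDG fluorescence (ex 480/em 540) after 30 min, with pre-read for autofluorescence.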
Mito fusion yeast – inhibitors of mitochondrial division or activators of mitochondrial fusion; S. cerevisiae fusion-defective mutant growth rescue, CellTiterGlo 48 h; Potency, µM (titrated, usually from 46.1 µM), inactives show at the highest dose growth rescue (activation), actives largely listed as activators; 320,000 compounds, 0.23% hits;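 note: potency is the fitted concentration of half-maximal effect; % of control where 0% means no effect; nearly all actives have a fitted effect of over 45% in size; temperature-sensitive fusion mutants such as fzo1-1 at 37 °C on non-fermentable ethanol glycerol medium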
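Compounds are tested for their ability to restore growth of mitochondrial fusion-defective yeast strains at non-permissive 37C in YPEG medium over 48 hours. Viability is quantified by luciferase luminescence.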
Menin-MLL TR inh – inhibitors of human menin-MLL interaction, mutant MLL peptide | Menin + Texas Red MLL mutant peptide, fluorescence polarization | Potency, µM (doses to about 61.6 µM), without a hit: top-dose FP activity change, negative = inhibition, hits mostly inhibitors | 270,000 compounds, 0.23% hits | AID 1768; active = well fitted inhibition curve with a large enough effect in the polarisation, with a control signal flat, not every such curve was filed as active; inconclusive = small, poorly fitted or top-dose-only effect, or effect the other way, or a change in a side signal; inactive = no such curve, though single readings can be large or run the other way; the % refers to the polarisation; note: potency is the fitted concentration of half-maximal effect; % of control where 0% means no effect; many of its hits are not listed in these tables
S-ASM inh – inhibitors of human secretory acid sphingomyelinase. Potency, µM (doses to about 57.5 µM), without a hit: at the top dose activity change, negative = inhibition, actives largely listed as inhibitors. 340,000 compounds, 0.006% hits. P17405. placental ASM, HMU-PC fluorogenic substrate, 60 min. AID 504937; note: potency is the fitted concentration of half-maximal effect
Target sequence (P17405 47-631 limits assumed): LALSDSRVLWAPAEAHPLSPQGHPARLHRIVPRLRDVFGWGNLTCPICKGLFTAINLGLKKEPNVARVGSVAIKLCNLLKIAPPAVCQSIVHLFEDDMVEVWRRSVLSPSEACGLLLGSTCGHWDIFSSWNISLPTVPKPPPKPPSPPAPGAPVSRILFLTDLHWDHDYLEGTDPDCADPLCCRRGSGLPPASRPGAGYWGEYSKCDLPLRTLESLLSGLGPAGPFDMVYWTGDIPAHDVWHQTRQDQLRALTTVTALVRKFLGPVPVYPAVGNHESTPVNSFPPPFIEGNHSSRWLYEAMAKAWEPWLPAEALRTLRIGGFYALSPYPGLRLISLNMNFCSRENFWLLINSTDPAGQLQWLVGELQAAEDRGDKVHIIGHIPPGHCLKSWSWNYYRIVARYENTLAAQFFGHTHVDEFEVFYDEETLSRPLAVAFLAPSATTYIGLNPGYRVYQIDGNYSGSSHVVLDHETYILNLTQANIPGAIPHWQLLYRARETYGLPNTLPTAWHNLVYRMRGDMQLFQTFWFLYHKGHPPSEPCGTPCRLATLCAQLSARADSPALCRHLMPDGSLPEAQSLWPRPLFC
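Human placenta-derived ASM preincubated with compound 10 min at room temperature, then reacted with 9 uM (final) fluorogenic HMU-PC substrate for 60 min at 37 C. Stop solution raises pH to 10; fluorescence read at Ex 386/Em 447 nm.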
* = called active by the depositor; ? = inconclusive; · = no result given; & = joins results of further samples; [ ] = dose if it differs, or a comment. Unless noted, calls come from the whole dose curve; as a rule, active = well fitted curve in the direction sought with a large enough effect; inconclusive = small, poorly fitted or top-dose-only effect, or another doubt; inactive = no such curve, though single readings can be large; an effect the other way counts as inactive or inconclusive.

The line under a structure holds: MLL CXXC-DNA inh, PTAP TSG101 blk, TSHR antag, TCR act, A-T KAP1 phos, MBNL1 CUG block, Integrin act MD, Mito fusion yeast, Menin-MLL TR inh, S-ASM inh
> C=CCOC(=O)C(C#N)c1nc2ccccc2nc1N1CCN(Cc2ccccc2)CC1 (stereo not drawn)
    3%, -6%, -11, 1%, -3%, 13%, 2%, 1%, ?, 2%
> CCN1C(=O)[C@H]2[C@@H](c3ccc(-c4cc(C(C)=O)cs4)cc3)N[C@@](Cc3ccccc3)(C(=O)OC)[C@H]2C1=O
    ·, -2%, 1, -16%, 4%, ·, 27%, ·, ·, 7%
> O=C(Nc1ccccc1C(=O)NCc1ccco1)c1ccco1
    2%, -4%, 2, -10%, 2%, -6%, 21%[7.66 µM], 3%, 12%, 4%
> COCCn1c(=O)[nH]c2cc(C(=O)Nc3cccc(C(C)=O)c3)ccc2c1=O
    43%[activator], -1%, 3, -9%, -7%, 5%, -20%, -2%, 21%, 62%[activator]
> CN(CC(=O)Nc1ccccc1Cl)C(=O)C1CSC2(C)CCC(=O)N12 (stereo not drawn)
    ·, -8%, 5, 4%, 2%, ·, -29%, -9%, ·, 8%
> C=C1CCC(OC(C)=O)C2(C)CCC3C(C)C(=O)OC3C12O (stereo not drawn)
    7%, -4%, -3, -6%, -6%, -3%, 13%, 4%, -7%, 1%
> COc1ccc(C(C)=O)cc1CSCc1cc(C(C)=O)ccc1OC
    6%, -2%, -4, 10%, -4%, -7%, -11%, 24%, 15%, 0%
> COc1ccc(C2=NOC(Cn3nc(-c4ccccc4)cc3C(=O)NCc3cccc(Br)c3)C2)cc1 (stereo not drawn)
    ·, 0%, 18, 2%, 2%, ·, -29%, ·, ·, ?
> Cc1nn(C(=O)c2nn(C)cc2[N+](=O)[O-])c(C)c1Br
    5%, -4%, 11, 4%, -2%, 17%, ?, 5%, 11%, 3%
> C[C@H](CO)N1C[C@H](C)[C@@H](CN(C)C(=O)Nc2ccc(C(F)(F)F)cc2)Oc2ccc(NC(=O)Nc3ccc4c(c3)OCO4)cc2C1=O
    ·, 0%, -4, 11%, -8%, ·, -2%, ·, ·, -21%
> COc1c(OC(C)=O)ccc(/C=C/c2ccc3ccccc3n2)c1[N+](=O)[O-]
    -23%, -1%, -5, ·, -3%, 16%, -44%, 10%, ?, -12%
> Cc1ccc(C(=O)CN2/C(=C(\O)c3ccccc3)C(=O)c3ccccc3S2(=O)=O)c(C)c1
    1%, -5%, -4, 0%, -3%, -6%, -14%, -5%, ?, -1%
> COCC(O)CSc1nc(C)[nH]c1[N+](=O)[O-] (stereo not drawn)
    3%, -1%, -13, -5%, -2%, ?, -14%, -5%, 4%, -2%
> OCC1(Cc2cccc(C(F)(F)F)c2)CCN(Cc2cc3ccccc3o2)CC1
    2%, -1%, -8, -9%, -3%[11.5 µM], -9%, -2%, 0%, -17%, 0%
> O=C(NCC(c1ccco1)N1CCN(c2ccccc2F)CC1)OCc1ccccc1 (stereo not drawn)
    -7%, -1%, 5, -2%[46.1 µM], ·, ?, 27%, ?, -15%, 5%

The final four compounds of the section above come first, to join the parts.
The line under a structure holds: MLL CXXC-DNA inh, PTAP TSG101 blk, TSHR antag, TCR act, A-T KAP1 phos, MBNL1 CUG block, Integrin act MD, Mito fusion yeast, Menin-MLL TR inh, S-ASM inh
> Cc1ccc(C(=O)CN2/C(=C(\O)c3ccccc3)C(=O)c3ccccc3S2(=O)=O)c(C)c1
    1%, -5%, -4, 0%, -3%, -6%, -14%, -5%, ?, -1%
> COCC(O)CSc1nc(C)[nH]c1[N+](=O)[O-] (stereo not drawn)
    3%, -1%, -13, -5%, -2%, ?, -14%, -5%, 4%, -2%
> OCC1(Cc2cccc(C(F)(F)F)c2)CCN(Cc2cc3ccccc3o2)CC1
    2%, -1%, -8, -9%, -3%[11.5 µM], -9%, -2%, 0%, -17%, 0%
> O=C(NCC(c1ccco1)N1CCN(c2ccccc2F)CC1)OCc1ccccc1 (stereo not drawn)
    -7%, -1%, 5, -2%[46.1 µM], ·, ?, 27%, ?, -15%, 5%
> Cc1nn(-c2ccccc2)nc1CNC(=O)C(C)Cc1ccccc1 (stereo not drawn)
    -3%, 0%, -2, 14%, 3%, -1%, 23%, -1%, 5%&7%, 3%
> Cn1cccc1C(=O)OCC(=O)NCc1cccs1
    ·, 1%, -5, 5%[46.1 µM], 26%, ·, -25%, ·, ·, -1%
> N#Cc1ccc(NC(=O)COC(=O)C2=COCCO2)cc1
    5%, -5%, 10, 2%, -7%, -3%, 5%, -3%, 16%, 6%
> COc1ccc(C(=O)NC2CCCCC2)cc1S(=O)(=O)N1CCCC1
    7%, -4%, 1, 3%, 2%, 5%, 5%, 1%, 14%, -1%
> Cc1ccc(SC(=O)c2c(C)noc2-c2cc(C)on2)cc1
    -1%, -2%, -2, 0%, -3%, 5%, ?, 0%, ·, -1%
> Cc1cc(C(=O)CSc2nc3ccccc3n2C)c(C)n1C
    -12%, -2%, -11, -3%, ·, -5%, 4%, 1%, -5%, -4%
> O=C(c1ccoc1)N1CCCC(CO)(CCCc2ccccc2)C1 (stereo not drawn)
    6%, -4%, 4, -63%, 2%, 2%, 2%, 0%, ·, -2%
> Cc1ccccc1OCC(=O)NCCNC(=O)c1ccncc1
    2%, 2%, 11, -3%, 6%, -7%, 27%, 15%, ?, 6%
> Oc1cc(-c2ccccc2)c2ccccc2c1
    -8%, -4%, -10, 3%[46.1 µM], 5%, ·, -32%, ?, ?, 12%
> Cc1nc(N)nc(N(C)c2ccccc2)c1Br
    ·, -3%, ·, 9%, ·, ·, 2%, ·, ·, 0%
> CCCCOc1ccc(C(=O)NNC(=S)NC(=O)CC)cc1
    ?, -2%, 10, -1%, -8%, ·, -30%, -30%, 3%, -7%
> Fc1ccc(Sc2cc(Cl)c(-c3ccccc3)nn2)cc1
    -2%, -1%, -19, 5%, -2%, -5%, -10%, 10%, ?, -4%
> CCNc1cc(Nc2c(C)n(C)n(-c3ccccc3)c2=O)c([N+](=O)[O-])c2nonc12
    6%, -1%, -9, 3%, -8%, ?, -4%, -3%, ·, -2%
> O=[N+]([O-])c1ccc(Nc2ccccc2)c2nonc12
    27%, -3%, -5, 1%, -34%, ?, 13%, -19%, ?, -10%
> CC(C)CCNC(=O)C(c1ccncc1)N(Cc1cccs1)C(=O)Cn1nnc(-c2ccc(F)cc2)n1 (stereo not drawn)
    -1%, 1%, 26, 2%[46.1 µM], 0%, 8%, -34%[inhibitor], -4%, 25%, -5%
> Cc1ccc(O)c(NC(=O)CSc2n[nH]c(-c3ccccc3)n2)c1
    1%, 0%, -27, 2%, 1%, -10%, -10%, -2%, ·, 0%
> CCOc1ccc(S(=O)(=O)N2CCC(C(=O)NCc3cccnc3)CC2)cc1Cl
    -14%, 0%, -6, -5%, -4%, -4%, -8%, 2%, -9%, 2%
> COc1ccc(OC)c2c1C(=O)c1ccccc1C2=O
    ?, ?, 0, 3%, -6%, ?, -9%, 1%, -17%, -9%
> COc1ccccc1/C=C/C(=O)OCC(=O)N1CCCCC1
    ·, 0%, -7, 0%[46.1 µM], 13%, ·, -11%, ·, ·, 1%
> N=C(N)c1ccc(N=Nc2c(O)ccc3c2[nH]c2ccccc23)cc1
    ·, 0%, ·, -2%, ·, ·, -35%, ·, ·, -23%
> CCn1cc(/C=C(\NC(=O)c2ccccc2)C(=O)N2CCOCC2)c2ccccc21
    -5%, -2%, -7, 4%, 6%, 6%, -7%, 5%, -5%, -1%
> O=C(CSc1nc(-c2ccco2)cc(C(F)(F)F)n1)NN1CCOCC1
    1%, -4%, 7, 3%, 2%, 4%, 18%, -3%, 0%, -2%
> CS(=O)(=O)c1sc2nc(-c3cccs3)cc(-c3ccccc3)c2c1N
    2%, 1%, -4, 1%, -7%, 60%[activator], 5%, ?, ?, 44%
> Brc1ccc(-c2noc(-c3ccccn3)n2)o1
    0%, -5%, -1, 0%, -3%, 6%, ?, 1%, 16%, -2%
> Cc1nnc(N2CCCCC2)c2ccccc12
    -4%, -2%, 0, -5%, -1%, 1%, -21%, -5%, 6%, 2%
> COc1cc(C2NC(=O)NC(C)=C2C(=O)OCc2ccc(C)cc2)cc(OC)c1O (stereo not drawn)
    4%, 0%, 18, -2%, 3%, -12%, -10%, 2%, 4%, -1%

Source: PubChem (National Center for Advancing Translational Sciences (NCATS))

These rows are one share of the data; count on the stated rates, not on these rows.
